# Bioassay records deposited in PubChem by several laboratories.
# TRPC6 inh: mouse TRPC6 channel inhibitors, primary screen, cell-based, HEK293, membrane potential dye | AID 2553, 2010 | B-score at 10 µM | Short transient receptor potential channel 6 (Mus musculus), Q61143 | 310,000 tested, 1.1% active | ACh-evoked depolarization; hits give low values;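 active = B-score under library mean minus 3 SD, initial fluorescence not abnormally high, positive integrated signal ratio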;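 note: B-score derived from integrated fluorescence ratio over the kinetic read; more negative B-score means stronger inhibition of depolarization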
# Target sequence (Q61143 whole entry, looked up): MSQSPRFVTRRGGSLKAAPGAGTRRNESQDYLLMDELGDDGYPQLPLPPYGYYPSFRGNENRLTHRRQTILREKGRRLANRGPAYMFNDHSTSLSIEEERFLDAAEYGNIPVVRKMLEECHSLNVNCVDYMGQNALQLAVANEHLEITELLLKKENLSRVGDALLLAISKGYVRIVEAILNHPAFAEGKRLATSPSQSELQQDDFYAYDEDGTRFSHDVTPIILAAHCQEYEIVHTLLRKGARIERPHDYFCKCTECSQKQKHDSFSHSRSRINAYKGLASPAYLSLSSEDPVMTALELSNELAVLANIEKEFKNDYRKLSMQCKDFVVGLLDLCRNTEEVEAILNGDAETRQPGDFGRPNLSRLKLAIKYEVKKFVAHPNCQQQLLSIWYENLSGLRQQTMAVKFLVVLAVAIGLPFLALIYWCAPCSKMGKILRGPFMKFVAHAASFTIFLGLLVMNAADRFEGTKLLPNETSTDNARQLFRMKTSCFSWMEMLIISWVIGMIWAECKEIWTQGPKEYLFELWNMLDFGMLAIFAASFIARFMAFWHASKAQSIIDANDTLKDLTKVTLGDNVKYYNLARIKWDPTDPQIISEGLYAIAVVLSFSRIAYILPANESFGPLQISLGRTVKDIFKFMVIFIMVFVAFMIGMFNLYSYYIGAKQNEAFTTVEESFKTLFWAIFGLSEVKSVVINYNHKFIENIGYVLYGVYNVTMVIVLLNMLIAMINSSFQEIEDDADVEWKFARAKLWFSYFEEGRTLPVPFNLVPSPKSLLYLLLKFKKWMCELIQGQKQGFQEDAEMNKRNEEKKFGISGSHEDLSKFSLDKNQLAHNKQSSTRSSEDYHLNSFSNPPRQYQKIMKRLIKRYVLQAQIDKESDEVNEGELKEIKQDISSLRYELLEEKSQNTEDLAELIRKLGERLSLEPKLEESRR
# TRPC4 block: inhibitors of mouse TRPC4 channel, primary screen, Fluo4 calcium, HEK293 TRPC4beta/mu-opioid cells | 300,000 tested, 0.39% active | AID 2247, 2010 | B-score at 10 µM | DAMGO-evoked Fluo4 calcium flux; hits give low values | Short transient receptor potential channel 4 (Mus musculus), Q9QUQ5;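 active = B-score over 3 SD under the library average, no early fluorescence shift, positive overall ratio signal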
#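 test system = HEK293 cells with stable TRPC4beta plus mu-opioid receptor expression | detection = Fluo4 Ca2+ flux fluorescence | read-out = integrated fluorescence ratio relative to baseline, converted to per-well B score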
# HIF activator: HIF pathway transcriptional activators, primary screen, cell-based, U2OS HRE-luciferase, luminescence | U2OS HRE-luciferase reporter; normalized: DMSO 0%, desferrioxamine 100% | activation, % at 7.5 µM (by protocol) | 300,000 tested, 0.32% active;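 active = mean activation of at least 10% of the iron chelator positive control signal, with at least half of replicates also reaching 10%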
# TRPC6 activator: mouse TRPC6 channel activators, primary screen, cell-based, HEK293, membrane potential dye | B-score at 10 µM | 310,000 tested, 0.13% active | HEK293-TRPC6 membrane potential dye fluorescence; hits give high values | Short transient receptor potential channel 6 (Mus musculus), Q61143;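 active = B-score of the integrated fluorescence ratio above library mean plus 3 SD, and starting fluorescence ratio within library mean plus 5 SD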;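 note: higher score means more depolarization so channel activation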
# Platelet DG rel: inhibitors of platelet dense granule secretion, primary screen, cell-based, MLPCN, human platelets; human platelet-rich plasma, SFLLRN dense granule ATP release, luminescence; AID 1663, 2009; inhibition, %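 (compounds screened at 7.5 µM in platelet-rich plasma)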; 300,000 tested, 0.22% active;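 active = mean replicate score, as percent of positive control, at or above 50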
# MrgX1 PAM: positive allosteric modulators of MrgX1, primary screen, HEK293 cells, Fluo-4 calcium flux; AID 588675, 2011; Mas-related G-protein coupled receptor member X1 (Homo sapiens), Q96LB2; B-score at 10 µM; FDSS; hits give high values; 310,000 tested, 0.63% active;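 active = plate-corrected calcium response at least 3 library SD above typical, normal starting fluorescence, not activating the receptor alone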;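 note: compound read alongside a low EC10 to EC30 dose of BAM8-22 agonist; peak minus trough fluorescence over baseline measured at the second addition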
# MrgX1 agonist: agonists of human MrgX1 receptor, primary screen, HEK293 cells, Fluo-4 calcium flux; Mas-related G-protein coupled receptor member X1 (Homo sapiens), Q96LB2; Fluo-4 calcium fluorescence, agonist mode; hits give high values; B-score at 10 µM; 310,000 tested, 0.44% active; AID 588627, 2011;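 active = calcium response B-score plate-corrected fluorescence ratio at least 3 library SD, with starting fluorescence B-score inside 5 SD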
#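 Material: MrgX1-expressing HEK293 cells; input: 15,000 cells per well; doses: test compound given as first of three sequential additions; schedule: overnight plating before 1 h dye loading; technique: Fluo-4 NW calcium-flux fluorescence, kinetic read; evaluation: baseline-normalised fluorescence change ratio, B-scored; control set: plate-wise positive and negative controls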
# RGS4 block: RGS4 inhibitors, primary screen, cell-based, HEK293 M3R inducible RGS4, calcium flux; Regulator of G-protein signaling 4 (Homo sapiens), P49798; Fluo-4 calcium flux; hits give high values; triggered by carbachol at its EC20; B-score at 10 µM; 310,000 tested, 0.45% active; AID 463165, 2010;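 active = B-score, a plate-corrected calcium signal, over three deviations above library mean, with baseline fluorescence within five deviations of library mean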;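 note: RGS4 expression induced by doxycycline in cells with stable M3 receptor; B-score is computed from the integrated fluorescence ratio over baseline after carbachol; higher B-score means a larger calcium signal and so more RGS4 inhibition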
# Target sequence (P49798 whole entry, looked up): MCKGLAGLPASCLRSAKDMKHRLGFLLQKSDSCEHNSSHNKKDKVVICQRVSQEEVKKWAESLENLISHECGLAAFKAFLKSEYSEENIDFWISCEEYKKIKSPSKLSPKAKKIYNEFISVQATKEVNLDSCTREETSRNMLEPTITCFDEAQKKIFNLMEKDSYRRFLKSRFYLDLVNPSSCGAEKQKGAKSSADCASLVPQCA
# RGS4 pot: RGS4 potentiators or activators, primary screen, cell-based, HEK293 M3R inducible RGS4, calcium flux | carbachol calcium flux Fluo4; hits give low values | B-score at 10 µM | 310,000 tested, 0.92% active | AID 463111, 2010;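 active = B-score of the integrated calcium signal more than 4 SD below the library mean, with starting fluorescence not abnormally high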;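 note: negative B-score means reduced calcium response which marks RGS4 activation or potentiation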
#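 Material: M3R-expressing HEK293 line, RGS4 induced by doxycycline | Schedule: Overnight RGS4 induction, 30 min dye load 37 °C, 20 min compound RT | Measured by: Fluo4 fluorescence kinetic imaging of calcium | Read-out: Integrated calcium ratio converted to B score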
# SKKanGAS inh: S. pyogenes SKKanGAS growth inhibitors in kanamycin, primary screen, streptokinase expression inhibitor project, SKKanGAS strain, BacTiter-Glo luminescence; 300,000 tested, 1.3% active; inhibition, % at 7.5 µM; 6 h;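 active = mean replicate score, as percent of positive control median, at least 50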;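 note: strain carries kanamycin resistance gene driven by streptokinase promoter and grows in 40 µg/ml kanamycin; loss of luminescence reflects streptokinase promoter inhibition or plain growth inhibition; 0% = median of DMSO wells and 100% = positive control at its reference dose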
# MrgX1 antag: antagonists of human MrgX1 receptor, primary screen, HEK293 cells, Fluo-4 calcium flux | 310,000 tested, 1.3% active | AID 588676, 2011 | Mas-related G-protein coupled receptor member X1 (Homo sapiens), Q96LB2 | BAM8-22 antagonism; hits give low values | B-score at 10 µM;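 active = calcium-response B-score plate-corrected more than 3 library SD below zero, starting fluorescence within 5 deviations, no agonist response on first addition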;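 note: peak minus trough fluorescence over baseline after final BAM8-22 challenge near maximal dose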
# * = called active by the depositor; i = inactive; / = no result given.
SMILES,TRPC6 inh,TRPC4 block,HIF activator,TRPC6 activator,Platelet DG rel,MrgX1 PAM,MrgX1 agonist,RGS4 block,RGS4 pot,SKKanGAS inh,MrgX1 antag
O=C(c1ccc(Cl)cc1)[C@@H]1[C@@H]2C(=O)N(c3cccc4ccccc34)C(=O)[C@@H]2C2c3ccccc3C=NN21 (some centres not stated),i,i,-0.3,i,-2.8,i,i,i,i,1.5,i
Cc1cccc(C)c1NC(=O)CNC(=O)c1ccc2nc[nH]c2c1,i,i,-0.9,i,0.7,i,i,i,i,-3.9,i
O=C(CNC(=O)c1ccc2c(c1)OCCO2)N=Nc1c(O)[nH]c2ccccc12,i,i,0.7,i,-2.8,i,i,i,i,-1.6,i
O=C(c1ccccc1)c1cccn1CC(=O)N1CCc2ccccc2C1,i,i,0.4,i,11.5,i,i,i,i,13.3,i
CCOC(=O)CSc1nc2cc(S(=O)(=O)Nc3ccccc3OC)ccc2o1,i,i,-0.4,i,8.4,i,i,i,i,-1.5,i
CC(=O)c1ccc(N2CCN(C(C)C(=O)NC3CCCc4ccccc43)CC2)cc1 (configuration not stated),i,i,-0.3,i,2.6,i,i,i,i,-3.3,i
COc1ccc(NC(=O)CC2CCCC2)cc1OC,i,i,-19.0,i,-6.2,i,i,i,i,-1.1,i
O=C(NC1CCCCCCC1)c1ccc(S(=O)(=O)N2CCCC2)cc1,i,i,-0.4,i,3.6,i,i,i,i,19.0,i
CC(=O)c1c(C)[nH]c(C(=O)Nc2ccc(C)c(S(=O)(=O)N(C)C)c2)c1C,i,i,-1.0,i,9.8,i,i,i,i,-2.2,i
CCCOC(=O)CSC1=C(C#N)C(c2ccc3c(c2)OCO3)CC(=O)N1 (configuration not stated),i,i,0.6,i,-5.7,i,i,i,i,-7.6,i
C=CCC(C)(NCc1ccccc1)c1ccc(C)cc1 (configuration not stated),i,i,-0.1,i,-5.0,7.55*,i,i,i,-9.0,i
CCCS(=O)(=O)c1c(S(=O)(=O)CCC)c2c(N)cccn2c1C(=O)OC,i,i,0.2,i,-0.6,i,i,i,i,3.4,i
Oc1ccc(-c2nc(=S)[nH][nH]2)cc1,i,i,/,i,/,i,i,i,i,1.0,i
CC(C)CN(Cc1c(O)ccc2c(=O)c(-c3ccccc3)coc12)CC(C)C,i,i,0.3,i,-1.0,i,i,i,i,0.6,i
O=c1c([N+](=O)[O-])c(N2CCCC2)c2ccccc2n1-c1ccccc1,i,i,-0.3,i,-0.9,i,i,i,i,0.0,i
COc1ccc(Cc2nnc(SCC(=O)NCc3ccco3)o2)cc1,i,i,-0.5,i,-0.7,i,i,i,i,0.4,i
O=C(CCS(=O)(=O)c1ccc(F)cc1)Nc1nnc(-c2cccs2)o1,i,i,-0.5,i,2.2,i,i,i,i,-6.7,i
O=C(NC1CCCC1)c1cc2cc(Br)ccc2o1,i,i,3.7,i,3.3,i,i,i,i,-8.3,i
CCOc1ccc(C(=O)C[n+]2ccc(C(=O)NCCO)cc2)cc1,i,i,2.5,i,3.8,i,i,i,i,-5.2,i
CCCCn1c(-c2cc(Cl)ccc2OC)n[nH]c1=S,i,i,0.1,i,23.7,i,i,i,i,/,i
CCc1nc(N2CCN(C(C)=O)CC2)c2c3c(sc2n1)CCCC3,i,i,2.7,i,0.3,i,i,i,i,1.8,i
Cc1ccc(S(=O)(=O)NCC(=O)N(CC(=O)NCc2ccccc2)CC2CCCO2)cc1 (configuration not stated),i,i,0.0,i,14.2,i,i,i,i,0.2,i
O=c1c2sccc2n(Cc2ccc(F)cc2)c(=O)n1-c1ccc(F)cc1,i,i,1.4,i,4.3,i,i,i,i,-21.2,i
CCOC(=O)c1c(C)oc2ccc(OCC(N)=O)cc12,i,i,0.1,i,-3.0,i,i,i,i,-7.4,i
CCOC(=O)Cc1csc(NS(C)(=O)=O)n1,i,i,-0.1,i,1.1,i,i,i,i,-7.8,i
CC(C)c1ccc(-n2nc3ccc(N)cc3n2)cc1,i,i,4.7,i,2.4,i,i,i,i,0.4,i
O=C(c1cccc(F)c1)N1CCN(c2ccc([N+](=O)[O-])c3cccnc23)CC1,i,i,-0.7,i,-11.8,i,i,i,i,-4.2,i
CCCC(=O)N=c1sc2cccc(F)c2n1C,i,i,1.9,i,-3.1,i,i,i,i,-0.5,i
CC1(C)Cc2[nH]c3ccccc3c2C(C)(C)N1,i,i,0.5,i,-0.6,i,i,i,i,-3.0,i
Cc1nc2ccccc2c2oc(C(=O)N3CCN(C4CCCCC4)CC3)cc12,i,i,-0.5,i,0.4,i,i,i,i,-0.3,i
CN(C(=O)COC(=O)C(Cc1ccccc1)NC(=O)c1ccccc1)c1ccccc1 (configuration not stated),i,i,0.5,i,4.1,i,i,i,i,-5.7,i
O=C(Cc1ccccc1)Nc1ccc2oc(-c3cccnc3)nc2c1,i,i,1.4,i,0.2,i,i,i,i,-3.0,i
Cc1ccc(S(=O)(=O)N(C)C)cc1NC(=O)c1ccc2ccccc2n1,i,i,0.6,i,-5.4,i,i,i,i,-12.0,i
CCCc1nnc2n1N=C(c1ccc(C)cc1)CS2,i,i,1.3,i,-7.4,i,i,i,i,-14.3,i
O=C(Nc1ccc(Cl)cc1)N1CCCN(c2ccc(C(F)(F)F)cc2[N+](=O)[O-])CC1,i,i,-0.6,i,2.8,i,i,i,i,15.9,i
CCSc1nc2ccccc2n1CC(=O)OC,i,i,-15.0,i,-1.8,i,i,i,i,-5.4,i
CCOC(=O)N1CCN(c2ccnc3cc(Cl)ccc23)CC1,i,i,0.9,i,3.1,i,i,i,-13*,1.8,i
CC(=O)N1CCOCCOCCN(C(C)=O)CCOCC1,i,i,-0.2,i,10.5,i,i,i,i,-10.9,i
O=C(O)C1CCCCC1C(=O)NCCCCc1ccccc1 (configuration not stated),i,i,-0.4,i,-1.2,i,i,i,i,3.8,i
Cc1cc(Cl)ccc1OC(C)C(=O)NN=C1CCCCCC1 (configuration not stated),i,i,-0.1,i,2.8,i,i,i,i,3.8,i
O=C(/C=C/c1ccccc1)NC(N1CCOCC1)C(Cl)(Cl)Cl (configuration not stated),i,i,-0.3,i,0.6,i,i,i,i,-10.9,i
COc1ccc(NC(=O)CCC(=O)Nc2ccc3nc(N4CCOCC4)cc(C)c3c2)c(OC)c1,i,i,2.2,i,-14.6,i,i,i,i,10.6,i
C=CCNc1nc(N)c([N+](=O)[O-])c(Nc2cccc(Cl)c2)n1,i,i,0.5,i,-6.7,i,i,i,i,9.0,i
C/C(=N\NC(=O)c1ccoc1C)c1ccccc1,i,i,3.6,i,34.3,i,i,i,i,-3.6,i
N#CC(C#N)=Cc1ccc(OC(=O)c2ccccn2)cc1,i,i,-0.6,i,-19.6,i,i,i,i,2.0,i
CCCOc1ccc(CN2CCOCC2)cc1OC,i,i,-0.4,i,-0.5,i,i,i,i,-2.5,i
COc1ccc(OC(=O)c2cnc3n(c2=O)CCS3)cc1,i,i,-0.2,i,16.8,i,i,i,i,6.4,i
CN(Cc1ccncc1)C1CC(=O)N(c2ccc(Cl)cc2)C1=O (configuration not stated),i,i,-0.1,i,1.3,i,i,i,i,2.4,i

# Single records, as listed above. Screens in order: TRPC6 inh, TRPC4 block, HIF activator, TRPC6 activator, Platelet DG rel, MrgX1 PAM, MrgX1 agonist, RGS4 block, RGS4 pot, SKKanGAS inh, MrgX1 antag
# `CN(Cc1ccncc1)C1CC(=O)N(c2ccc(Cl)cc2)C1=O` (configuration not stated) as listed: i, i, -0.1, i, 1.3, i, i, i, i, 2.4, i
# `C=CCNc1nc(N)c([N+](=O)[O-])c(Nc2cccc(Cl)c2)n1` as listed: i, i, 0.5, i, -6.7, i, i, i, i, 9.0, i

# Remaining list, next part
SMILES,TRPC6 inh,TRPC4 block,HIF activator,TRPC6 activator,Platelet DG rel,MrgX1 PAM,MrgX1 agonist,RGS4 block,RGS4 pot,SKKanGAS inh,MrgX1 antag
Cc1cccc[n+]1CC(=O)/C=C1\N(C)c2ccccc2C1(C)C,i,i,-0.1,i,14.7,i,i,i,i,0.5,i
O=C(Nc1nc(-c2cc(F)ccc2F)cs1)C1=NN(c2ccccc2)C(=O)CC1,i,i,0.0,i,2.5,i,i,i,i,8.7,i
Cc1cc(C)cc(OCC(=O)Nc2ccncc2)c1,i,i,-6.9,i,3.6,i,i,i,i,-3.4,i
Cn1c2c(c(=O)n(C)c1=O)C(c1ccc(C(F)(F)F)cc1)CC(=O)N2 (configuration not stated),i,i,-10.4,i,-15.2,i,i,i,i,4.2,i
O=c1[nH]c(=O)n(Cc2ccco2)c2c1C(C(F)(F)F)(C(F)(F)F)N=C(C1CCCCC1)N2,i,i,-0.2,i,0.9,i,i,i,i,-4.1,i
COc1ccc(C(=O)OC(C)CN2CCOCC2)cc1 (configuration not stated),i,i,3.1,i,3.0,i,i,i,i,-1.2,i
Cc1ccc(NC(=O)CN2CCC(NC(=O)Cc3ccccc3)CC2)c(C)c1,i,i,0.2,i,0.0,i,i,i,i,1.9,i
CCCS(=O)(=O)Nc1ccc2cn[nH]c2c1,i,i,0.2,i,-14.3,i,i,i,i,2.3,i
COc1ccc(N2CCN(CCCNC(=O)c3ccc(CS(=O)(=O)c4ccc(Cl)cc4)o3)CC2)cc1,i,i,-0.4,i,3.3,i,i,i,i,-9.9,i
CC1=NN(C(=O)c2ccccc2Cl)C(O)(c2cccnc2)C1 (configuration not stated),i,i,-0.6,i,-1.3,i,i,i,i,4.3,i
CC1=C(C(=O)OC2CCCC2)C(c2coc3ccccc3c2=O)C2=C(CCCC2=O)N1 (configuration not stated),i,i,0.2,i,-8.2,i,i,i,i,-7.3,i
CC(=O)c1cc2c(cc1NC(=O)c1ccccc1C)OCO2,i,i,-0.3,i,2.0,i,i,i,i,4.8,i
O=C(NC(=S)NNC(=O)c1cnccn1)c1ccc(Cl)cc1,i,i,0.6,i,-0.1,i,i,i,i,40.0,i
